Screens from PubChem.
GAA850 FXN act: frataxin GAA850 promoter activation; HEK293 lucGAA850 FXN promoter luciferase reporter, 24 h; percent of 10 µM SAHA response; activation, % at 6 µM; actives 0.56% (n = 360,000);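 active means activation above the average of all compounds screened plus 3 SD, cutoff fixed separately per campaign, cut at about 7.5% in these data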;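 further: 0% = DMSO wells and 100% = 10 µM SAHA wells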
DAX1 inh-1: blocks DAX1 repression of SF-1 activated StAR promoter; HEK293T StAR-luciferase reporter, SF-1/DAX-1 repression relief; inhibition, % at 6.8 µM; actives 1.1% (n = 370,000); AID 652010;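 active means inhibition above the mean over all tested compounds plus 3 SD, cut at about 3.6% in these data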;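 further: 0% = DAX-1 cells with DMSO and 100% = cells lacking DAX-1 with DMSO; higher inhibition means more luminescence from relief of DAX-1 repression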
PG9 Ab binder: PG9 antibody binding by small molecule | TR-FRET gp120-PG9 antibody binding | inhibition, % at 6.7 µM | actives 0.43% (n = 360,000) | AID 624416; in the data active means inhibition above about 8.5%
ADAM17 inh: inhibitors of human ADAM17 | P78536 | recombinant ADAM17, EDANS/DABCYL FRET peptide cleavage | inhibition, % at 6.95 µM | actives 0.83% (n = 370,000);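 active means inhibition above the mean of compounds lying between control limits plus 3 SD, set per campaign, cut at about 8.5% in these data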;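 further: 0% = DMSO-only wells as the low control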
Target sequence (P78536 215-824 limits assumed): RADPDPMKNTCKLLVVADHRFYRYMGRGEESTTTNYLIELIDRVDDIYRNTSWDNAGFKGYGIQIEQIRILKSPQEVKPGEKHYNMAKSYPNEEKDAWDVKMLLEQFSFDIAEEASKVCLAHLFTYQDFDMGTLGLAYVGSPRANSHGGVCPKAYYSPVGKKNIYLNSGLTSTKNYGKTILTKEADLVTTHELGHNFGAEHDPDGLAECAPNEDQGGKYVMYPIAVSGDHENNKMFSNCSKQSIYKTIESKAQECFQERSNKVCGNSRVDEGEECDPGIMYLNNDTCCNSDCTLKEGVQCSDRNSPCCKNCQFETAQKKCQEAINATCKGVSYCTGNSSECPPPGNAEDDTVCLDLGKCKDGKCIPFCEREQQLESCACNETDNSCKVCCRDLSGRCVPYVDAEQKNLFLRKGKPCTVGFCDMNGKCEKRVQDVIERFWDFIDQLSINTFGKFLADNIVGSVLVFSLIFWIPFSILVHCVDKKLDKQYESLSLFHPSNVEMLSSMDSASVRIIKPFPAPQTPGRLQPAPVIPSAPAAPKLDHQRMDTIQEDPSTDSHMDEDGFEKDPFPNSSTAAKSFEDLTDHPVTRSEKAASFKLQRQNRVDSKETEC
DAX1 inh-2: NR0B1 (DAX1) inhibition; P51843; HEK293 Gal4-DAX1 luciferase reporter, luminescence; inhibition, % at 6.75 µM; actives 0.99% (n = 340,000); AID 504766;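 active means inhibition above the mean over all tested compounds plus 3 SD, cut at about 4.2% in these data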;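 further: 0% = DAX1-transfected cells with DMSO and 100% = empty-vector control cells with DMSO; inhibition shows as a rise in luminescence from relieved DAX1 repression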
Target sequence (P51843 207-470 limits assumed): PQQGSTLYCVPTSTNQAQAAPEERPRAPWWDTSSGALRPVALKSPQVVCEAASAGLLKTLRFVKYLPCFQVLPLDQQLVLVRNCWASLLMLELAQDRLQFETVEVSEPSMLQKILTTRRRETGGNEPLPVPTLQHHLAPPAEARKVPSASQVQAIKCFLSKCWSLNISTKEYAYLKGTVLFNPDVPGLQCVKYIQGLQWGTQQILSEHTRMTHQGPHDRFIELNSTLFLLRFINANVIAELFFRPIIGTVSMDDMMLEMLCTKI
hcDAF-12 act: H. contortus DAF-12 activation, primary screen | HEK293 hcDAF-12 lit1-tk-luc reporter, luminescence; 0% DMSO, 100% Δ7-dafachronic acid | activation, % at 6.8 µM | actives 1.4% (n = 370,000) | AID 652067;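 active means activation above the mean of all tested compounds plus 3 SD, cut at about 5.5% in these data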;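 further: 100% = response to 3 µM Δ7-dafachronic acid high control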
hgDAF12 agonist: hgDAF-12 agonism, primary luciferase screen; HEK293 GAL4-hgDAF12 UAS-luciferase reporter, agonist luminescence; normalized to butyrate control; activation, % at 6.8 µM; actives 1.8% (n = 370,000);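 active means activation above a cutoff set at the mean of all screened compounds plus 3 SD, cut at about 10% in these data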;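 further: 0% = DMSO wells and 100% = sodium butyrate wells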
GC-A act: GC-A (human) enzyme activation | P16066 | HEK293 GC-A cells, cGMP TR-FRET, EC30 ANP; 0% at EC30 ANP, 100% saturating ANP | activation, % at 10 µM | actives 0.14% (n = 370,000) | AID 1671463; in the data active means activation above about 40%
ssDAF12 agonist: S. stercoralis DAF-12 activation, primary screen; actives 1% (n = 370,000); activation, % at 6.8 µM; HEK293 ssDAF-12/GRIP1 lit1-tk-luc reporter, luminescence; % of 3 µM dafachronic acid response;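 active means activation above the mean over all tested compounds plus 3 SD, cut at about 0.9% in these data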;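 further: 0% = DMSO-only wells and 100% = 3 µM delta7-dafachronic acid wells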
SMARCA2 activ: activators of SMARCA2 function. MG213 cells, MMTV-luciferase reporter, dexamethasone, overnight. activation, % at 9.1 µM. actives 1% (n = 370,000). AID 652017; in the data active means activation above about 7.8%;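 further: 0% = vehicle wells and 100% = reference activator wells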
ADAM10 inh: inhibits human ADAM10 | inhibition, % at 7 µM | actives 0.62% (n = 370,000) | recombinant ADAM10, EDANS/DABCYL FRET peptide cleavage, 3 h;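 active means inhibition above a per-campaign cutoff equal to the mean of compounds falling between control-based bounds plus 3 SD, cut at about 20% in these data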;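 further: 0% = DMSO wells while the 100% control is not disclosed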
Active calls of the source: *; · = not tested or not shown.

Results follow in this order: SMARCA2 activ, DAX1 inh-2, DAX1 inh-1, GAA850 FXN act, hcDAF-12 act, ADAM10 inh, GC-A act, PG9 Ab binder, hgDAF12 agonist, ssDAF12 agonist, ADAM17 inh
CCCCCC(=O)N1C[C@@H](n2cc(-c3ccc(F)cc3)nn2)[C@H](O)C[C@@H]1c1ccc(C)cc1
→ -2, 0.1, -2.9, -1.4, -0.9, 17, -12, -0.8, 0.2, -1.4, 10*
CCOC(=O)[C@H]1[C@H]2COc3ccc(Br)cc3[C@@H]2N2C(=O)[C@H](C)NC(=O)[C@@]12C
→ 0, 0.5, -0.2, -0.3, 0.1, -15, 1, -1.2, 1.8, -1.1, -5
Cc1ccc(N2C(=O)C3ON(c4ccccc4)C(CC(C)C)C3C2=O)cc1 (stereo not drawn)
→ -2, 1.3, -0.4, -1.2, -0.1, 6, 4, -2.5, -0.8, -0.2, 1
Cc1ccc(C(=O)Nc2ccc(Nc3ccccc3)cc2)c(Cl)c1
→ 1, -1.3, -0.1, -0.5, -2.0, -3, 0, -1.9, 1.1, 2.0*, 3
CCc1noc(C)c1C(=O)Nc1cc(C(F)(F)F)ccc1-n1cncn1
→ -1, 0.2, -1.1, 0.0, -0.9, -5, 3, 1.5, 1.0, -0.6, -3
CC1(C)C(=O)Nc2ccccc2N1C(=O)COC(=O)CNS(=O)(=O)c1ccc(Br)cc1Cl
→ -4, 0.7, 0.0, 0.4, -1.1, -5, -6, -0.1, -0.6, -1.0, 0
NC(=O)C1CCN(C(=O)CNC(=O)c2ccc(Br)o2)CC1
→ 1, -0.6, 1.9, 1.6, -0.6, -4, -1, -3.6, 1.1, -0.5, -5
CN(CC(=O)Nc1ccccc1)CC(=O)Nc1ccc(F)cc1
→ 0, 1.2, -0.6, 1.7, 0.1, -4, 3, 1.0, 2.5, -1.2, -1
CN(C)CCNc1c2c(nc3nnnn13)CCCC2
→ 1, -0.3, 0.2, 1.2, -0.5, -7, 6, 0.5, 2.0, -1.2, -1
O=C(CCc1nnc(CCc2ccccc2)o1)NC(c1cccnc1)C(F)(F)F (stereo not drawn)
→ 4, -1.4, 0.2, -1.5, 1.1, 7, -1, -0.1, -0.7, -1.8, 0
O=C1C=C(Nc2ccccc2O)c2ccccc2C1=O
→ -3, -3.3, -2.6, -3.3, -1.7, -11, ·, -23, -5.5, -1.2, -4
N#CCSc1nc(-c2ccccc2)nc2ccccc12
→ -1, -0.3, 0.4, 1.7, -1.4, -3, 2, -1.3, 0.4, -1.0, -1
COCCNC(=O)C1(C)Cc2c(-c3ccc4c(c3)OCO4)ccnc2O1 (stereo not drawn)
→ 0, ·, -2.2, -5.2, -2.8, -94, 1, 1.3, 1.6, -1.7, -24
CCn1c(=O)c2ccccc2n(Cc2cccc([N+](=O)[O-])c2)c1=O
→ -2, -0.5, 0.2, 3.7, -1.3, -8, -1, 0.1, 0.3, -1.1, -1
Cc1cccc(N2CCN(C(=O)CN3C(=O)NC(C)(C4CC4)C3=O)CC2)c1C (stereo not drawn)
→ 1, -1.2, 1.1, 4.4, -1.4, -6, 2, -0.8, 3.8, -1.4, -1
O=C(Cc1ccccc1F)Nc1cccc(S(=O)(=O)N2CCCCC2)c1
→ -2, 0.7, -0.2, -1.7, -0.8, -7, -1, 0.1, -0.9, -1.3, 1
COc1cccc(CNC(=O)c2ccc(CS(=O)(=O)Cc3ccc(C)cc3)o2)c1
→ -1, 2.2, 0.1, 2.1, 1.4, 1, 4, -1.0, 2.2, -0.8, 1
CCOC(=O)C(=O)c1csc(NC(=O)CCSc2ccc(C)cc2)n1
→ -4, 4.4*, 0.4, -0.3, -2.1, -7, 2, 0.7, -3.9, -1.7, -3
Cc1sc(NC(=O)CCS(=O)(=O)c2ccccc2)c(C#N)c1C
→ -2, 1.8, -0.9, -0.9, -2.4, -12, 1, -1.7, -2.9, -0.9, -1
CC1CCCN(c2ccc(C(=O)Nc3cccnc3)cc2[N+](=O)[O-])C1 (stereo not drawn)
→ 1, 0.7, 1.1, 0.7, -1.0, 2, -5, -0.2, 5.9, -1.2, 4
O=C(CCS(=O)(=O)c1ccc(Br)cc1)NCCC1=CCCCC1
→ -1, 0.8, 0.1, 0.1, -0.7, 2, 2, -1.6, -1.4, -1.2, -4
O=C(OCC(=O)c1ccc[nH]1)c1ccccc1
→ 0, 1.0, 0.1, 4.9, 1.2, 3, 3, -0.4, 5.0, -1.5, 3
O=C(Cn1c(=O)oc2ccccc21)Nc1ccc2c(c1)OCCO2
→ -1, 2.8, -0.2, 0.9, -0.5, 5, -3, -1.1, -0.6, -0.9, -2
O=c1c2ccccc2c2ccccc2c(=O)n1CC1CCCO1 (stereo not drawn)
→ 0, -0.2, 0.0, -0.2, 0.2, 5, 0, 0.5, -1.2, -1.3, -1
COCCNC(=S)NN=C1CCC(c2ccccc2)CC1 (stereo not drawn)
→ 5, -0.7, -0.6, -0.9, 1.7, 7, -2, -1.0, 3.1, -1.1, -3
O=C(CN1CCOCC1)N1CCc2ccccc2C(c2ccccc2)C1 (stereo not drawn)
→ -2, -0.7, -0.3, 0.0, -0.6, -2, -1, 0.0, -1.7, -1.5, -5
CCOC(=O)N(C)c1c(CC)nc2c(OCc3ccc(Cl)cc3)cccn12
→ -2, ·, -3.2, -2.9, -1.3, -4, 6, -0.3, -2.6, -1.7, -3
COc1ccc(S(=O)(=O)N(CC(=O)N2CCN(C)CC2)c2ccccc2)cc1OC
→ 3, 1.2, -0.2, 1.6, 0.2, -5, -5, -0.7, 0.2, -1.0, 0
CNC(=O)c1sc(N2N=C3/C(=C\c4ccccc4)CCCC3C2c2ccccc2)nc1C (stereo not drawn)
→ -3, -0.6, -0.3, 0.0, 0.6, -44, 6, -0.4, -1.8, -0.9, -15
COc1ccc(C(C(=O)NCC2CCCO2)N(C(=O)CNC(=O)c2cccs2)c2ccc(C)cc2)cc1OC (stereo not drawn)
→ -2, 0.2, 0.0, 0.7, -1.4, 4, -1, 0.1, 0.0, -0.9, -1
O=C(Oc1cccc2c(O)cccc12)c1ccco1
→ 3, -0.6, 0.2, 1.3, 0.4, 0, 2, -2.9, 2.5, -0.5, -2
O=C(Cc1ccc(NC(=O)C2CCCN(C(=O)C3CCCC3)C2)cc1)Nc1cccc(C(=O)N2CCCCC2)c1 (stereo not drawn)
→ 5, -0.5, -0.5, -1.3, -0.6, -12, -1, -1.0, 1.7, -1.4, -2
CCOCCn1c(CN(Cc2ccccc2)Cc2ccccc2)nc2c1c(=O)n(C)c(=O)n2C
→ -1, -1.2, -0.5, -3.3, -1.2, 5, -15, -1.1, -1.6, -1.3, -1
COc1ccc(CNC(=O)CN2C(=O)NC(c3ccccc3)(c3ccccc3)C2=O)cc1OC
→ -1, 0.2, -1.1, 0.9, -0.6, -1, 0, -0.1, -1.9, -1.2, -3
Cc1ccc(C)c(CSc2nnc([C@@H]3CCCN3)o2)c1
→ -3, -0.6, 0.1, 0.1, 0.4, 5, 0, -2.6, -1.1, -1.5, 0
CN(c1ccccc1)S(=O)(=O)c1cccc(NC(=O)COC(=O)C2CCCCC2)c1
→ -5, 0.5, 0.5, 1.8, 1.4, 14, -1, 0.8, -1.1, -0.9, 8.8*
O=C(CCn1cnc2ncccc2c1=O)N1CCN(c2cccc(Cl)c2)CC1
→ -3, -1.7, -0.5, -0.1, -0.7, -14, -9, 0.1, -1.9, -0.9, -7
CCc1ccc(/C(C)=N/NC(=O)CNC(=O)/C=C/c2ccccc2OC)cc1
→ -3, 0.0, -0.3, -1.7, -2.2, -42, 1, -0.4, 0.0, -0.7, -17
O=C(NCc1ccc(F)cc1)C(c1ccccc1)c1ccccc1
→ 1, -0.1, -0.1, -1.2, -2.3, 8, -20, 0.6, -0.8, -1.0, 5
Cc1csc2c(=O)n3c(nc12)CCCCC3
→ -2, 1.5, -1.1, -0.6, -0.1, 4, -3, -0.8, 1.3, -1.0, -2
O=C(c1cccc(S(=O)(=O)Nc2ccc(F)cc2)c1)N1CCOCC1
→ 1, 0.7, -0.9, 0.6, -0.1, -6, 1, 0.3, 0.0, -1.0, -4
Cc1noc(C)c1NC(=O)N1C[C@H](O)COC[C@H]2O[C@@H](CC(=O)NCC3CCCCC3)CC[C@@H]21
→ -5, ·, 0.8, ·, -1.7, -26, 3, 2.1, 3.1, -0.9, -5
CCn1c(SCC(N)=O)nc2sc3c(c2c1=O)CCCC3
→ 2, 0.4, 0.2, 1.7, -1.1, -3, -6, 0.5, -2.2, -1.0, 4
CC(C)C1C(C#N)=C(N)Oc2n[nH]c(-c3ccccc3)c21 (stereo not drawn)
→ 1, -0.2, -1.3, 1.0, -1.3, 7, -8, -2.6, -1.6, -1.4, 2
COc1ccc(Cl)cc1NC(=O)Nc1ccc(C(=O)N2CCOCC2)cc1
→ 5, -1.1, -1.7, 0.0, -3.3, -9, -4, 1.0, -0.4, -1.3, 2
Cc1c(NC(=O)C2CCN(S(=O)(=O)c3ccc(Cl)cc3)CC2)c(=O)n(-c2ccccc2)n1C
→ 0, 0.7, -0.8, 0.1, -2.0, -5, -1, -1.7, -0.2, -1.7, -4
Cc1ccc(CNC(=O)c2nn(C)c(C)c2[N+](=O)[O-])cc1
→ 0, 0.2, 0.0, -0.8, -0.7, -4, -2, -1.7, -2.2, -1.0, 1
COc1cc(OC)cc(-c2c(C#Cc3ccsc3)c3cc(-c4ccc5c(c4)OCO5)ccc3n2C)c1
→ 1, -0.8, 0.6, 0.3, -0.2, -26, -2, -6.2, 1.9, 0.4, -8
CCOc1ccc(S(=O)(=O)Nc2ccc(C(=O)NCC(c3ccc(OC)cc3)N3CCOCC3)cc2)cc1 (stereo not drawn)
→ -1, 0.1, -1.4, 0.9, 0.9, -2, -2, 1.8, 1.1, -1.1, -1
Cc1ccc(P(=O)(CC(=O)O)c2ccc(C)cc2)cc1
→ 1, 1.4, 0.4, -0.7, -0.8, -2, 4, -2.5, 2.3, -1.2, 0
COCCCNC(=O)c1ccccc1N(Cc1ccccc1)S(=O)(=O)c1ccc(OC)cc1
→ -2, 2.8, 0.0, -0.1, -1.5, -6, -4, -1.3, -1.7, -1.2, -1
COc1ccccc1OCCSc1nnnn1-c1ccc(C)cc1
→ 9.0*, -0.1, 1.3, 0.9, -1.5, -3, -5, 0.9, 4.3, -0.6, 3
COc1ccccc1C(=O)NCCC(=O)NCCOc1ccc(C)cc1
→ -3, -0.8, 1.9, 2.5, -1.9, -11, -3, 0.8, 1.2, -1.5, -1
O=C1CSC(=Nc2cccc(Cl)c2Cl)N1Cc1cccnc1
→ 1, 0.3, -0.4, -1.2, -2.5, 6, -6, 0.0, -1.8, -1.8, 2
COc1ccc(/C=N/NC(=O)CO/N=C(\C)c2cccs2)cc1
→ -2, 0.9, 0.3, -0.5, -0.6, 7, -3, -0.6, -0.5, -1.7, -2
COC(=O)[C@@]1(Cc2ccc(OC)cc2)[C@H]2c3cc(C(=O)N(C)C)n(Cc4c(CO)[nH]cc(C)c4=O)c3C[C@H]2CN1C(=O)c1ccccc1
→ 1, -1.2, 0.2, -0.2, -1.4, -35, -1, -1.3, 0.0, -0.8, -9

An unsorted share of the library. Share with any hit: about 6.8%.
